Screens as filed in PubChem.
PKA-R2B activ = PKA-R2B complex activation; activation, % at 11.4 µM; PKA-R2B holoenzyme dissociation, Cy5-IP20 fluorescence polarization; R2B truncated from residue 108, S112A mutant; 0% DMSO only, 100% 113 µM cGMP; AID 504700; P22694+P31323; 340,000 compounds, 0.079% hits;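 active = activation above a cutoff set at the mean over all compounds plus 3 SD, cut at about 18% in these data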;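 also: higher means more holoenzyme dissociation and a rise in polarization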
Arr AP2 block = human beta-arrestin and AP2 interaction inhibition; 340,000 compounds, 0.31% hits; FITC-arrestin peptide / GST-AP2 beads, flow cytometry; AP2 beta2 appendage carries R879A mutation; inhibition, % at 10 µM; AID 504490;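 active = inhibition above a set limit, near 3 SD of compounds lacking own fluorescence, cut at about 54% in these data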;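 also: plate controls were DMSO wells for no effect and 5 µM unlabelled arrestin peptide for full effect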
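System: GST-AP2 R879A glutathione beads. Medium: PBS with 0.05% Tween 20 and 0.1% BSA. Also added: FITC-arrestin peptide, 50 nM. Incubation: 12 min plus 1 h, RT. Measured by: high-throughput flow cytometry of beads, ex 488, em 535 nm. Evaluation: percent drop in bead-associated FITC signal.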
DAGLB inh = blocks human DAGLB lipase activity; HEK293T DAGLB membrane lysate, EnzChek fluorogenic substrate; inhibition, % at 5.17 µM; 340,000 compounds, 0.059% hits; AID 504411; in the data active = inhibition above about 34%;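 also: 0% = enzyme with vehicle and 100% = wells lacking enzyme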
HTR5A ag ctr = HTR5A agonism, opioid heterodimer counter-screen | AID 504692 | activation, % at 9.3 µM | HTR5A agonist assay, luminescence, cell-based | 340,000 compounds, 0.61% hits; in the data active = activation mostly above about 9.5%, no sharp cut-off; inactive = mostly below about 7.6%;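 also: 0% = cells with vehicle only and 100% = reference agonist; strong numbers were not always called active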
DSG3 Ab inh = human desmoglein-3 autoantibody binding inhibition; P32926; DSG3-coupled beads, scFv-anti-DSG3-GFP binding, flow cytometry; active compounds read low; binding (percent of control), % at 10 µM; 310,000 compounds, 0.48% hits; AID 588358;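 active = binding more than 3 SD below its plate's average and above zero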;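 also: hits lower antibody fragment binding to DSG3; some compounds called inactive have numbers as strong as hits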
HTR5A inv ctr = inverse agonist of human HTR5A in OPRM1-OPRD1 counter-screen; inhibition, % at 9.3 µM; HTR5A cell line, luminescence, inverse agonism; AID 504634; 340,000 compounds, 0.083% hits; in the data active = inhibition mostly above about 23%, no sharp cut-off; inactive = mostly below about 18%;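 also: 0% = cells with DMSO and 100% = no-cell wells with DMSO; some compounds called inactive have numbers as strong as hits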
PKA-R1A act = activators of PKA-R1A complex. P00514+P68181. PKA-R1A dissociation, Cy5-IP20 fluorescence polarization; scaled: DMSO 0%, 113 µM cGMP 100%. activation, % at 11.4 µM. 340,000 compounds, 0.083% hits. AID 504707;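 active = percent activation above the mean of all tested compounds plus 3 SD, cut at about 19% in these data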;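 also: higher means more PKAc released from R1A so a rise in polarization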
MOR-DOR ag = agonists of human mu-delta opioid receptor heterodimerization; activation, % at 9.3 µM; P35372+P41143; 340,000 compounds, 0.3% hits; cells, OPRM1-OPRD1 heterodimerization, luminescence; AID 504326; in the data active = activation above about 18%;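 also: 0% = vehicle-treated cells and 100% = reference agonist; values of inactives mirror those of a sister screen read the other way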
Target sequence (P35372 whole entry, looked up): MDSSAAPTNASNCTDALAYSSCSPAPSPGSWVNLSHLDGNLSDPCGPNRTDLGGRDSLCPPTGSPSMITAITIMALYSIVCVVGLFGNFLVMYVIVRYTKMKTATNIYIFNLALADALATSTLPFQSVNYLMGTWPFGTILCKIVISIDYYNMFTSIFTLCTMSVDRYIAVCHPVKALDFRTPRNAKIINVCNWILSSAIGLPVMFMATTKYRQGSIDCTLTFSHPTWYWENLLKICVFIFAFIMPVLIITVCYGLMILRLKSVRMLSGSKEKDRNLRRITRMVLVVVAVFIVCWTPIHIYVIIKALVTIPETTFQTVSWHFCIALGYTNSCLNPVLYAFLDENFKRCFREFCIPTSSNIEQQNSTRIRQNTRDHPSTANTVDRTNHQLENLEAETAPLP
Target sequence (P41143 whole entry, looked up): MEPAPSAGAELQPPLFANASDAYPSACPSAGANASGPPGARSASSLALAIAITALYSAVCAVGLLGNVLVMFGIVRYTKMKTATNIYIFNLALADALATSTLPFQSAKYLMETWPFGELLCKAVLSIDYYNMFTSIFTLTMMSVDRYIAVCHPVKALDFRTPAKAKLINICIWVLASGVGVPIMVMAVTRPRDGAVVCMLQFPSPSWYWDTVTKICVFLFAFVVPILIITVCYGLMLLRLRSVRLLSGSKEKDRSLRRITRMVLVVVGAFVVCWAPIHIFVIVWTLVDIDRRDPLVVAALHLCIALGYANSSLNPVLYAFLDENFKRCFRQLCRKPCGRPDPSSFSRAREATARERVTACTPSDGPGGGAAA
V-ATPase pH = yeast V-ATPase proton transport regulation by pHLuorin. S. cerevisiae, pHLuorin cytosolic pH fluorescence. response, % at 10 µM. 350,000 compounds, 0.37% hits. AID 504577; in the data active = response mostly above about 7.3%, no sharp cut-off; inactive = mostly below about 5.4%; also: actives read high; inactives centre near 0; some compounds called inactive have numbers as strong as hits; reference of the scale not given here
MOR-DOR inv ag = inverse agonist of human OPRM1-OPRD1 heterodimerization; P35372+P41143; cell-based MOR-DOR heterodimer luminescence, inverse agonism; inhibition, % at 9.3 µM; 340,000 compounds, 0.21% hits; in the data active = inhibition above about 22%, passing the limit was not always enough;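 also: 0% = cells with DMSO and 100% = wells without cells with DMSO; values of inactives mirror those of a sister screen read the other way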
Active calls of the source: *; i = inactive; / = no result given; & = joins results of further samples. Outcome played no part in choosing rows; overall some 2.4% were active at least once.

entry	Compound	PKA-R2B activ	Arr AP2 block	DAGLB inh	HTR5A ag ctr	DSG3 Ab inh
1	COCCCNC(=O)COc1cc2c(c3oc(=O)c(C)c(C)c13)CCC(C)(C)O2	-2	-2	-5	0	90
2	Cc1ccc(S(=O)(=O)N(CC(=O)Nc2cccc([N+](=O)[O-])c2)Cc2ccc(Cl)cc2)cc1	-6	1	-3	-7	109
3	N#Cc1ccc(-n2nccc2-c2cnc3n(c2=O)CCS3)cc1	-5	-12	2	2	93
4	COC(=O)C[C@H]1C[C@H]2c3cc(NC(=O)C4CCOCC4)ccc3O[C@H]2[C@@H](CO)O1	0	/	-1	/	/
5	COc1ccccc1NS(=O)(=O)c1cc(C(=O)N2CCN(C(=O)c3ccco3)CC2)ccc1F	-2	7	0	-2	97
6	COc1ccc(Br)cc1CNC(=O)C1CCN(S(=O)(=O)N2CCC(C)CC2)CC1	2	13	-4	-2	101
7	CC(C)CCn1nnnc1C(c1ccccc1)N1CCN(C)CC1 (configuration not stated)	-9	4	0	2	102
8	O=C(CC(=O)NN=C1CCCC1)NCCc1ccccc1	0	-10	-1	-4	/
9	O=C(CCC(F)(F)F)N1CCCC(CO)(CCc2ccccc2)C1 (configuration not stated)	-3	-4	-2	0	117
10	CCCC(=O)NC(=S)Nc1cccc(NC(=O)c2ccc(Cl)cc2Cl)c1	6	-5	-6	-2	100
11	O=Nc1ccc(NOC(=O)c2ccccc2Br)cc1	6	-7	-4	-1	107
12	O=C(NC1CCCC1)c1ccc2nc(-c3ccco3)c(-c3ccco3)nc2c1	-3	48	11	9	/

entry	HTR5A inv ctr	PKA-R1A act	MOR-DOR ag	V-ATPase pH	MOR-DOR inv ag
1	1	0	-4.5	-1	20
2	1	4	5.7	3	-39
3	-10	-1	-1.5	1	9
4	/	-5	/	-2	/
5	7	-4	-2.4	2	12
6	-4	-6	0.0	0	0
7	-3	3	-2.8	1	15
8	6	-1	-1.3	4	8
9	2	4	-2.5	-1	12
10	-20	11	-0.3	3	1
11	4	-5	2.7	-3	-14
12	9	-2	5.6	-1	-34

Later entries.
entry	Compound	PKA-R2B activ	Arr AP2 block	DAGLB inh	HTR5A ag ctr	DSG3 Ab inh
13	COc1ccccc1N(C)S(=O)(=O)c1ccc(C(=O)NCc2ccc3c(c2)OCO3)cc1	8	5	-2	-3	104
14	C=CCn1c(SCC(C)=O)nc2scc(-c3ccco3)c2c1=O	-5	8	4	-5	/
15	CCSc1cc(C)nc2c(-c3ccc(Cl)cc3)c(C)nn12	-4	1	-2	0	123
16	CCOC(=O)c1c(NC(=O)CN2C(=O)NC3(CCCCC3)C2=O)sc(C)c1-c1ccc(C)cc1	-1	13	0	1	101
17	CC(C)CN(C(=O)c1ccc([N+](=O)[O-])s1)c1c(N)n(Cc2ccccc2)c(=O)[nH]c1=O	-5	28	6	7	105
18	CC1CCCCC1NC(=O)CN(C)S(=O)(=O)c1cccc2cccnc12 (configuration not stated)	-6	13	1	-4	86
19	Cn1ccc2c([N+](=O)[O-])cccc2c1=O	7	-4	-1	0	104
20	Cc1ccc(C(=O)Nc2cccc(C(F)(F)F)c2)cc1NC(=O)c1cnnc2ccccc12	5&7	/	3&-3	4	112&99
21	O=C(OCC1CC(c2ccccc2)=NO1)c1ccc(Cl)cc1 (configuration not stated)	-1	21	-18	-1	97
22	O=C(NNC(=O)c1ccco1)c1csc(N2CCOCC2)n1	-10	-5	-3	8	104
23	Cc1cc2[nH]c(=O)c(=O)[nH]c2cc1S(=O)(=O)N1CCC(C)CC1	-4	5	0	-3	105
24	COc1cccc(-n2c(C)cc(/C=C3\C(=N)N4N=C(CC(=O)N5CCOCC5)SC4=NC3=O)c2C)c1	2	3	2	-3	102

entry	HTR5A inv ctr	PKA-R1A act	MOR-DOR ag	V-ATPase pH	MOR-DOR inv ag
13	9	-1	-1.9	2	10
14	14	6	-0.3	0	2
15	-15	3	-0.2	-8	1
16	-26	0	0.7	-1	-3
17	-16	0	1.4	0	-7
18	10	8	-0.7	0	3
19	9	-4	-2.6	2	12
20	0	-1&-5	1.9	-2&0	-11
21	3	-5	2.1	0	-13
22	-23	4	-1.5	-1	9
23	8	1	-1.9	0	10
24	1	-3	-1.7	-3	9

4 compounds already listed, ordered by molar mass, falling.
entry	Compound	PKA-R2B activ	Arr AP2 block	DAGLB inh	HTR5A ag ctr	DSG3 Ab inh
16	CCOC(=O)c1c(NC(=O)CN2C(=O)NC3(CCCCC3)C2=O)sc(C)c1-c1ccc(C)cc1	-1	13	0	1	101
20	Cc1ccc(C(=O)Nc2cccc(C(F)(F)F)c2)cc1NC(=O)c1cnnc2ccccc12	5&7	/	3&-3	4	112&99
15	CCSc1cc(C)nc2c(-c3ccc(Cl)cc3)c(C)nn12	-4	1	-2	0	123
21	O=C(OCC1CC(c2ccccc2)=NO1)c1ccc(Cl)cc1 (configuration not stated)	-1	21	-18	-1	97

entry	HTR5A inv ctr	PKA-R1A act	MOR-DOR ag	V-ATPase pH	MOR-DOR inv ag
16	-26	0	0.7	-1	-3
20	0	-1&-5	1.9	-2&0	-11
15	-15	3	-0.2	-8	1
21	3	-5	2.1	0	-13

Later entries.
entry	Compound	PKA-R2B activ	Arr AP2 block	DAGLB inh	HTR5A ag ctr	DSG3 Ab inh
25	COc1ccc(OC)c(NC(=O)c2cccc(S(=O)(=O)N(Cc3ccccc3)c3ccccc3OC)c2)c1	-7	40	-10	-3	123
26	O=C(COC(=O)c1ccccc1Br)Nc1ccc2[nH]c(=O)[nH]c2c1	-9	-31	-1	-2	108
27	CCn1nc2cc(C(=O)NCC34CC5CC(CC(C5)C3)C4)ccc2c1OC	4	6	3	5	94
28	CCOC(=O)c1ccc(N2C(=O)CC(N3CCN(Cc4ccccc4)CC3)C2=O)cc1 (configuration not stated)	5	5	3	-2	105
29	N#Cc1nc(COc2ccccc2)oc1NCCCn1ccnc1	-7	-4	2	-1	107
30	C[C@H]1COC(=O)[C@@H](CC(=O)OC(C)(C)C)C/C=C\C[C@H](CC(=O)NCCO)C(=O)N1	-5	-6	-1	-6	104
31	COc1cccc(N2CC(O)Cn3c2nc2c3c(=O)[nH]c(=O)n2C)c1 (configuration not stated)	-7	5	-1	-2	96
32	CC1=C[C@H](C)[C@H](c2c(F)cccc2Cl)CC1=O	-16	4	0	3	101
33	C[C@H](CO)N1C[C@H](C)[C@@H](CN(C)S(=O)(=O)c2ccccc2F)Oc2ncc(Br)cc2C1=O	-2	/	-3	/	/
34	CCn1c(COc2ccccc2OC)nnc1SCC(=O)NC1CCCC1	1	11	0	2	95
35	COc1ccc(/C=N/NC(=O)CNC(=O)c2ccc3c(c2)OCCO3)c(C(=O)O)c1OC	-11	-13	-2	3	98
36	COc1cccc(OC)c1C(=O)N1CCN(Cc2c[nH]c3ccccc23)CC1	-13	/	-2	/	104

entry	HTR5A inv ctr	PKA-R1A act	MOR-DOR ag	V-ATPase pH	MOR-DOR inv ag
25	-32	-9	-0.4	-2	2
26	6	-3	-1.7	0	9
27	-15	5	-1.2	2	7
28	8	5	-1.7	6	9
29	-25	0	0.3	0	-2
30	16	5	-1.3	-9	7
31	18	-4	-0.9	6	5
32	0	0	-0.3	-4	2
33	/	6	/	0	/
34	2	6	0.1	3	0
35	-12	1	-2.2	-4	12
36	/	1	/	1	/

The results go on.
entry	Compound	PKA-R2B activ	Arr AP2 block	DAGLB inh	HTR5A ag ctr	DSG3 Ab inh
37	O=C(C1CCN(Cc2cc(Cl)ccc2O)CC1)N1CCN(Cc2ccccc2)CC1	-7	2	1	1	97
38	O=C(Cn1c(-c2ccccc2)c[n+]2ccsc12)c1ccc([N+](=O)[O-])cc1	-13	-6	2	-1	93
39	Cc1ccnc2c1NC(=O)c1cccnc1N2C1CC1	6	12	3	3	112
40	O=C(O)c1ccc(N2CC3CC(C2)c2cccc(=O)n2C3)c(NC(=S)Nc2ccc(Cl)cc2Cl)c1 (configuration not stated)	-4	-3	0	3	98
41	O=C(Nc1cccc([N+](=O)[O-])c1)ONC1=NCCCCC1	-7	1	-2	3	100
42	Cc1ccccc1N1CCN(C2CCCN(C(=O)c3cnsn3)C2)CC1 (configuration not stated)	-9	-1	1	0	98
43	CCOP(=O)(OCC)C(NC(=O)Nc1cccc(Cl)c1)c1ccccc1 (configuration not stated)	-4	-2	0	3	101
44	CC(C)c1ccc(C(C)NCCS(=O)(=O)c2ccc(Cl)cc2)cc1 (configuration not stated)	-5	11	-2	4	/
45	O=C(C1=C[C@H](C2CCCCC2)C[C@H](OCCCCO)O1)N1CCN(Cc2ccccc2)CC1	3	25	-1	-1	101
46	CN(Cc1ccon1)C(=O)CC1C(=O)NCCN1CC(C)(C)C (configuration not stated)	4	16	1	0	99
47	Cc1nn(-c2ccc(C(F)(F)F)cn2)c(C)c1Oc1ccccc1O	-6	-6	-6	-1	82
48	COc1cc(OC)cc(C(=O)Nc2ncc3c(n2)CC(C)CC3=O)c1 (configuration not stated)	-3	5	4	1	100

entry	HTR5A inv ctr	PKA-R1A act	MOR-DOR ag	V-ATPase pH	MOR-DOR inv ag
37	-31	0	-0.9	-2	5
38	4	2	81*	-3	i
39	-10	8	-1.4	1	8
40	-11	-6	-2.5	2	13
41	-9	-7	-1.6	1	8
42	-2	-1	-2.7	2	14
43	-9	0	2.7	-3	-19
44	-14	-6	5.4	7	-31
45	20	3	1.3	-3	-7
46	0	0	-0.2	-2	1
47	3	-12	6.1	-1	-34
48	0	9	1.5	1	-9
